Screens from PubChem.
PABP1 MLLE inh = inhibitors of microRNA-mediated deadenylation, human PABP1 MLLE binding. P11940. GST-MLLE / FITC-PAM2 fluorescence polarization. inhibition, % at 20 µM. 0.36% of 360,000 active. AID 588489; in the data active = inhibition above about 35%, passing the limit was not always enough;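 note: plate controls were DMSO wells with GST-MLLE for no effect and wells lacking GST-MLLE protein for full effect; some results filed as inactive read as strong as hits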
Neddyl block = inhibitors of human cullin neddylation | TR-FRET cullin neddylation, biochemical | P61081+Q13564 | 0.58% of 360,000 active | calls only at 25 µM | AID 651699; in the data active = inhibition above about 36%
Rpn11 block = blocks the human proteasome subunit Rpn11; human 26S proteasome, Ub4-pepOG fluorescence polarization; 20S core pre-blocked with epoxomicin; calls only at 20 µM; 0.59% of 360,000 active;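 active = inhibition at 20 µM, scaled to each plate's controls, above about 33%, limit read from the data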
NadD block = inhibitors of Staphylococcus aureus NadD; inhibition, % at 20 µM; 0.78% of 360,000 active; purified NadD enzyme, colorimetric absorbance read-out; in the data active = inhibition above about 26%; note: some compounds past the cut are filed as inactive
CSN deneddyl inh = inhibitors of human CSN-mediated cullin deneddylation. Q92905. Purified CSN, SCF-Nedd8-OG deneddylation, fluorescence polarization. inhibition, % at 12.5 µM. 0.38% of 360,000 active;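 active = pattern-corrected inhibition above about 35%, with an unprinted fluorescence ratio check between 0.5 and 1.5, limit read from the data, passing the limit was not always enough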;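 note: 0% = enzyme with substrate and 100% = substrate without enzyme; some results filed as inactive read as strong as hits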
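Schedule: reaction 90 min, room temperature / Assay system: HEK293T-derived human Csn5 enzyme / Input: Csn5 at 0.24 nM final / Measure: inhibition of Csn5 cleavage, % / Control set: substrate-only high control, full reaction low control / Technique: fluorescence polarization of the substrate / Buffer or medium: Tris/NaCl/DTT buffer, pH 7.5 / Reagent: SCFSkp2-Nedd8OG substrate at 10 nM final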
SKN-1 inh = blocks SKN-1 activity in C. elegans | C. elegans VP596 Pgst-4::GFP/RFP ratio, acrylamide-induced, 24 h | 0.49% of 360,000 active | inhibition, % at 21.8 µM;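 active = interference check ratio from 0.5 to 1.5 plus GFP to RFP signal ratio inhibition reaching or exceeding a fixed threshold, cut at about 30% in these data, passing the limit was not always enough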; note: some compounds called inactive have numbers as strong as hits
MT1-MMP act inh = MT1-MMP (human) activation inhibition; HT1080 RFP-PRO-GFP cells, GFP/RFP ratio fluorescence, overnight; percent of plate control window, DMSO zero; 0.061% of 360,000 active; AID 651647; GFP/RFP ratio change, % at 20 µM; P50281;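 active = GFP/RFP ratio change of at least 30% with cell ATP level not reduced by more than half and red fluorescence within 50% of control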; note: strong numbers were not always called active
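Assay system: HT1080 RFP-PRO-GFP cells | Dosing: 20 µM single dose, 1% DMSO | Incubation: Cells overnight before dosing, compound overnight, 37 °C, 5% CO2 | Evaluation: GFP/RFP fluorescence ratio | Control set: DMSO-only wells and HT1080 RFP-L50D-GFP cell wells as references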
FAS TE block = FAS thioesterase (human) inhibition. inhibition, % at 15 µM. 0.67% of 360,000 active. P49327. recombinant FAS-TE, OMFH fluorogenic substrate, fluorescence endpoint. AID 602261;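 active = compounds whose normalised, plate-corrected inhibition of enzyme fluorescence in the single-dose primary screen is 50% or more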;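 note: 0% = DMSO with enzyme and 100% = substrate without enzyme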
Rin1 Abl inh = inhibitors of human Rin1-Abl protein interaction; P00519+Q13671; TR-FRET Rin1/Abl binding, biochemical; inhibition, % at 7.35 µM; 0.4% of 360,000 active; AID 588664; in the data active = inhibition above about 5%, passing the limit was not always enough
The depositor's hits bear a star.

For Cc1nn(Cc2ccc(Cl)c(Cl)c2)c(C)c1NC(=O)c1cc(CC(C)C)on1 the results were PABP1 MLLE inh 1.6, Neddyl block inactive, Rpn11 block inactive, NadD block 4.7, CSN deneddyl inh 0.4, SKN-1 inh -3.8, MT1-MMP act inh -4.1, FAS TE block 23.9 and Rin1 Abl inh 0.9.
c1ccc(CCCN2CCN(c3ccccc3)CC2)cc1 was read as PABP1 MLLE inh 17.3, Neddyl block inactive, Rpn11 block inactive, NadD block -9.7, CSN deneddyl inh 1.7, SKN-1 inh -6.2, MT1-MMP act inh -2.1, FAS TE block 1.3 and Rin1 Abl inh -0.2.
For Cc1c(/C(O)=C2/C(=O)C(=O)N(CCN3CCOCC3)C2c2cccnc2)cnn1-c1ccccc1 (configuration not stated) the results were PABP1 MLLE inh 4.7, Neddyl block inactive, Rpn11 block inactive, NadD block -4.4, CSN deneddyl inh 2.6, SKN-1 inh -12.3, MT1-MMP act inh 1.3, FAS TE block 4.3 and Rin1 Abl inh -2.1.
Screening COc1ccc(OC)c(C(=O)N(C[C@H]2CC[C@@H]([C@@H]3CC[C@H](CO)O3)O2)C(C(=O)NC(C)(C)C)c2ccc(-c3ccccc3)cc2)c1 (some centres not stated) returned PABP1 MLLE inh -0.3, Neddyl block inactive, Rpn11 block inactive, NadD block 3.3, CSN deneddyl inh 2.7, SKN-1 inh -9.3, MT1-MMP act inh 5.0, FAS TE block 6.7 and Rin1 Abl inh -2.5.
For Cc1c(NC(=O)CCCCCN2C(=O)C3C4C=CC(C4)C3C2=O)c(=O)n(-c2ccccc2)n1C (configuration not stated) the results were PABP1 MLLE inh -3.4, Neddyl block inactive, Rpn11 block inactive, NadD block 0.8, CSN deneddyl inh -0.7, SKN-1 inh -3.9, MT1-MMP act inh 3.5, FAS TE block -3.1 and Rin1 Abl inh 1.6.
`Cc1cccc(C(=O)NCC(=O)N2CCN(S(=O)(=O)/C=C/c3ccccc3)CC2)c1` gave PABP1 MLLE inh -3.8, Neddyl block inactive, Rpn11 block inactive, NadD block 0.9, CSN deneddyl inh 2.7, SKN-1 inh -1.7, MT1-MMP act inh -0.8, FAS TE block 2.2 and Rin1 Abl inh 2.4.
`CN1C(c2ccccc2)CC(=NO)CC1c1ccccc1` (configuration not stated) gave PABP1 MLLE inh -8.7, Neddyl block inactive, Rpn11 block inactive, NadD block -7.6, CSN deneddyl inh 2.7, SKN-1 inh -3.7, MT1-MMP act inh 3.1, FAS TE block -0.3 and Rin1 Abl inh 3.8.
`COc1ccc(CC(=O)NNS(=O)(=O)c2ccc([N+](=O)[O-])cc2)cc1OC` gave PABP1 MLLE inh -1.5, Neddyl block inactive, Rpn11 block inactive, NadD block -3.9, CSN deneddyl inh 0.1, SKN-1 inh 20.2, MT1-MMP act inh -0.4, FAS TE block -4.0 and Rin1 Abl inh 2.0.
`Cc1ccc(F)cc1CNC(=O)c1cc(COc2ccc3ncccc3c2)on1` gave PABP1 MLLE inh -13.3, Neddyl block inactive, Rpn11 block inactive, NadD block -0.7, CSN deneddyl inh -1.0, SKN-1 inh 15.4, MT1-MMP act inh -15.1, FAS TE block 9.8 and Rin1 Abl inh 0.4.
`COc1ccc(Cl)cc1C(=O)O/N=C(\N)c1ccccn1` gave PABP1 MLLE inh -0.7, Neddyl block inactive, Rpn11 block inactive, NadD block -1.5, CSN deneddyl inh 6.3, SKN-1 inh 3.6, MT1-MMP act inh 4.5, FAS TE block -3.6 and Rin1 Abl inh -1.5.
Cc1ccc(N(CC(=O)NC(C)(C)C)C(=O)CCC(=O)Nc2ccccn2)cc1 was read as PABP1 MLLE inh 3.6, Neddyl block inactive, Rpn11 block inactive, NadD block -4.3, CSN deneddyl inh -1.8, SKN-1 inh -14.4, MT1-MMP act inh 1.1, FAS TE block -3.5 and Rin1 Abl inh -0.3.
COCCN(Cc1ccccc1)C(=O)c1cc(-c2ccc(OC)c(OC)c2)nc2ccccc12 was read as PABP1 MLLE inh 17.0, Rpn11 block inactive, NadD block 4.8, CSN deneddyl inh 3.0, SKN-1 inh 1.6, MT1-MMP act inh 0.5, FAS TE block 13.1 and Rin1 Abl inh 0.2.
Cc1ccc(/C=C2/NC(=O)N(Cc3ccccc3)C2=O)s1 was read as PABP1 MLLE inh -63.7, Neddyl block inactive, NadD block 7.9, CSN deneddyl inh 22.1, SKN-1 inh 4.1, MT1-MMP act inh -68.2, FAS TE block -32.1 and Rin1 Abl inh 4.0.
CC1CCCN(c2nc3c(c(=O)n(C)c(=O)n3C)n2CCSc2nc3ccccc3o2)C1 (configuration not stated) was read as PABP1 MLLE inh 13.2, Neddyl block inactive, Rpn11 block inactive, NadD block -1.7, CSN deneddyl inh -0.2, SKN-1 inh 14.1, MT1-MMP act inh -1.4, FAS TE block 7.5 and Rin1 Abl inh -3.5.
For CC1(C)CC(=O)C(C=NCCc2ccccn2)=C(O)C1 the results were PABP1 MLLE inh -4.2, Neddyl block inactive, Rpn11 block inactive, NadD block 4.2, CSN deneddyl inh 1.9, SKN-1 inh 8.3, MT1-MMP act inh 7.6, FAS TE block -2.7 and Rin1 Abl inh 5.7.
For Cc1c(CCO)c(=O)[nH]n1S(=O)(=O)c1ccc(F)cc1 the results were PABP1 MLLE inh 3.4, Neddyl block inactive, Rpn11 block inactive, NadD block -0.4, CSN deneddyl inh -2.0, SKN-1 inh -5.5, MT1-MMP act inh -2.4, FAS TE block -5.7 and Rin1 Abl inh 5.5.
For C=CCC1NS(=O)(=O)OC2CCCC12 (configuration not stated) the results were PABP1 MLLE inh -11.5, Neddyl block inactive, Rpn11 block inactive, NadD block 3.5, CSN deneddyl inh -2.6, SKN-1 inh 6.8, MT1-MMP act inh -4.7, FAS TE block -5.1 and Rin1 Abl inh 2.0.
For Clc1ccc(C2=NN(c3ccccc3)C(c3ccco3)C2)cc1 (configuration not stated) the results were PABP1 MLLE inh -1.4, Rpn11 block inactive, NadD block 5.8, CSN deneddyl inh -7.0, SKN-1 inh 10.4, MT1-MMP act inh 3.8, FAS TE block 19.8 and Rin1 Abl inh 1.4.
For CCOC(=O)C1CCCN(C(=O)c2cc3cc(F)ccc3[nH]2)C1 (configuration not stated) the results were PABP1 MLLE inh -0.6, Neddyl block inactive, Rpn11 block inactive, NadD block -0.3, CSN deneddyl inh 3.3, SKN-1 inh 8.3, MT1-MMP act inh -1.1, FAS TE block 1.8 and Rin1 Abl inh 2.3.
Screening CSc1n[nH]c(NC(C)=O)n1 returned PABP1 MLLE inh -0.7, Neddyl block inactive, Rpn11 block inactive, NadD block -1.0, CSN deneddyl inh -6.4, SKN-1 inh 5.4, MT1-MMP act inh 3.3, FAS TE block -8.1 and Rin1 Abl inh 0.3.
`CCC(C)C(NS(=O)(=O)c1ccc(C)cc1)C(=O)Oc1ccc2c3c(c(=O)oc2c1)CCC3` (configuration not stated) gave PABP1 MLLE inh -1.1, Rpn11 block inactive, NadD block -3.8, CSN deneddyl inh 6.3, SKN-1 inh -1.2, MT1-MMP act inh -5.6, FAS TE block 34.8 and Rin1 Abl inh -0.2.
Screening Cc1ccc(C(=O)N(CC(=O)NC2CCCC2)c2ccccc2C)s1 returned PABP1 MLLE inh -3.9, Neddyl block inactive, Rpn11 block inactive, NadD block -5.6, CSN deneddyl inh 1.5, SKN-1 inh -18.2, MT1-MMP act inh 0.7, FAS TE block -2.1 and Rin1 Abl inh 0.4.
`CN(C(=O)COC(=O)c1n[nH]c(=O)c2ccccc12)c1ccccc1` gave PABP1 MLLE inh -1.7, Neddyl block inactive, Rpn11 block inactive, NadD block -2.5, CSN deneddyl inh -0.7, SKN-1 inh 2.9, MT1-MMP act inh 1.2, FAS TE block -9.8 and Rin1 Abl inh 2.1.
Screening COc1ccc(NC(=O)CN2C(=O)NC3(CCCC3)C2=O)cc1Cl returned PABP1 MLLE inh -11.8, Neddyl block inactive, Rpn11 block inactive, NadD block -2.5, CSN deneddyl inh 1.7, SKN-1 inh 10.1, MT1-MMP act inh 0.1, FAS TE block -2.0 and Rin1 Abl inh 3.3.
Screening Cc1c(NC(=O)C(C)Oc2cccc(F)c2)c(=O)n(-c2ccccc2)n1C (configuration not stated) returned PABP1 MLLE inh -3.9, Neddyl block inactive, Rpn11 block inactive, NadD block -4.3, CSN deneddyl inh -0.8, SKN-1 inh -10.0, MT1-MMP act inh 5.0, FAS TE block -0.9 and Rin1 Abl inh -0.8.
Screening CCOc1ccccc1/C=N/n1c(C2CCCCC2)n[nH]c1=S returned PABP1 MLLE inh -55.1, Neddyl block inactive, Rpn11 block inactive, NadD block -2.3, CSN deneddyl inh 3.0, SKN-1 inh -8.2, MT1-MMP act inh -2.2, FAS TE block 9.4 and Rin1 Abl inh -1.2.
For O=C1c2ccccc2C(c2nnnn2Cc2ccccc2)N1CCc1c[nH]c2ccccc12 (configuration not stated) the results were Neddyl block inactive, NadD block -7.4, CSN deneddyl inh 2.6, SKN-1 inh -6.1, MT1-MMP act inh -1.8 and FAS TE block 0.3.
For CCCCC(=O)Nc1ccc(C2C(=O)c3ccccc3C2=O)cc1 the results were PABP1 MLLE inh 3.7, Neddyl block inactive, Rpn11 block inactive, NadD block -2.0, CSN deneddyl inh 0.5, SKN-1 inh 7.1, MT1-MMP act inh 0.2, FAS TE block -0.1 and Rin1 Abl inh 0.1.
O=C(COC(=O)c1cccc(S(=O)(=O)N2CCCCC2)c1)NCc1ccccc1 was read as PABP1 MLLE inh 8.8, Neddyl block inactive, Rpn11 block inactive, NadD block -9.5, CSN deneddyl inh 3.5, SKN-1 inh -4.5, MT1-MMP act inh 2.4, FAS TE block 5.8 and Rin1 Abl inh -1.4.
Screening Cc1ccc(C2OCC(C)([N+](=O)[O-])CO2)cc1 (configuration not stated) returned PABP1 MLLE inh 16.1, Neddyl block inactive, Rpn11 block inactive, NadD block -1.9, CSN deneddyl inh 1.9, SKN-1 inh 11.2, MT1-MMP act inh 0.4, FAS TE block -5.1 and Rin1 Abl inh 0.0.
`CCOC(=O)C1CCN(C(=O)c2ccc(Cl)c(Cl)c2)CC1` gave PABP1 MLLE inh 8.4, Neddyl block inactive, Rpn11 block inactive, NadD block -2.4, CSN deneddyl inh 2.6, SKN-1 inh -17.3, MT1-MMP act inh 1.6, FAS TE block -6.5 and Rin1 Abl inh -1.1.
For CCCCC(=O)c1c(O)c2ccccc2oc1=O the results were PABP1 MLLE inh 8.0, Neddyl block inactive, Rpn11 block inactive, NadD block -6.8, CSN deneddyl inh 2.2, SKN-1 inh 6.8, MT1-MMP act inh 0.5, FAS TE block -7.4 and Rin1 Abl inh 2.2.
Screening Cc1cccc(OCCCC(=O)Nc2nnc(C3CCCO3)s2)c1C (configuration not stated) returned PABP1 MLLE inh 12.3, Neddyl block inactive, Rpn11 block inactive, NadD block -7.3, CSN deneddyl inh -3.0, SKN-1 inh -10.4, MT1-MMP act inh -6.4, FAS TE block -3.8 and Rin1 Abl inh -0.6.
Screening Cc1cccc(C2=N/C(=C/c3cccs3)C(=O)O2)c1 returned PABP1 MLLE inh -0.8, Neddyl block inactive, Rpn11 block inactive, NadD block 0.1, CSN deneddyl inh 6.8, SKN-1 inh -18.8, MT1-MMP act inh 2.5, FAS TE block 46.7 and Rin1 Abl inh -4.1.

Compounds as they come; overall some 3.9% were active at least once.
